Bioassay records: PubChem BioAssay, several laboratories
HCV NS3 hel inh: inhibitors of Hepatitis C virus NS3 helicase | NS3 helicase DNA unwinding, Cy5 molecular beacon fluorescence | inhibition, % at 10.9 µM | 290,000 compounds, 0.56% hits;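 active = inhibition above the mean of all tested compounds plus 3 SD, set per campaign, cut at about 35% in these data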;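 also: 0% = DMSO wells and 100% = thioflavine S control wells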
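Test system: hepatitis C virus NS3 helicase domain fragment enzyme. Also added: annealed dual-labelled DNA beacon duplex, ATP-started. Timing: 60 min unwinding reaction at 25 °C after ATP addition. Technique: Cy5 fluorescence. Measure: % inhibition of unwinding.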
SUMO HTRF inh: SUMOylation inhibition; P63279; HTRF SUMOylation assay, SAE1/SAE2 + UBC9, in vitro; AID 2006; 290,000 compounds, 0.36% hits; inhibition, % at 35 µM; in the data active = inhibition above about 50%, passing the limit was not always enough; also: strong numbers were not always called active
Target sequence (P63279 whole entry, looked up): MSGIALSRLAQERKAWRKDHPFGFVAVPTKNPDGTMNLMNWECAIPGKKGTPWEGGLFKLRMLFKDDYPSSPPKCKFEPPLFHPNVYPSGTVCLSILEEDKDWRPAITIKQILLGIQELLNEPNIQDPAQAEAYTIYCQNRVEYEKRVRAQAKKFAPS
IMP-1 inh: blocks Pseudomonas aeruginosa IMP-1 metallo-beta-lactamase; purified IMP-1, nitrocefin hydrolysis, epi-absorbance fluorescence; AID 1556; 290,000 compounds, 0.45% hits; inhibition, % at 5.6 µM;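 active = inhibition above the mean plus 3 SD of all compounds in the same screening run, cut at about 4.5% in these data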;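 also: 0% = IMP-1 with DMSO and 100% = DMSO wells lacking enzyme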
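Test system: recombinant IMP-1 enzyme, purified / Medium: HEPES buffer pH 7.1 with ZnSO4 and Brij 35 / Doses: single dose, 5.6 µM / Times: 25 °C, 15 min preincubation, 25 min reaction / Detection: Epi-absorbance via hydrolysed-nitrocefin quenching of white-plate fluorescence, 480/530 nm, EDTA stop / Evaluation: percent inhibition from optical density relative to buffer-blank wells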
PHOSPHO1 block: PHOSPHO1 (human) inhibition | 290,000 compounds, 1.1% hits | inhibition, % at 13.3 µM | recombinant PHOSPHO1, absorbance phosphatase assay; in the data active = inhibition above about 60%
Target sequence (Q8TCT1 whole entry, looked up): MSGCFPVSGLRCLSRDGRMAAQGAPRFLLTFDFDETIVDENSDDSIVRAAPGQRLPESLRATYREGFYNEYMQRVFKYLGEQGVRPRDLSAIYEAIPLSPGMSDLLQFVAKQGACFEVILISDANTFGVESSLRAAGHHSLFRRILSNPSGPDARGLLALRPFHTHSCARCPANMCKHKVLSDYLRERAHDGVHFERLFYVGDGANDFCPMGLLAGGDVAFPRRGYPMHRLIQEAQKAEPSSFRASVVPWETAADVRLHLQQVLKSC
p-CIP stab down: compounds decreasing mouse p/CIP protein stability; AID 1984; 290,000 compounds, 0.01% hits; F442A p/CIP-EGFP cells, EGFP fluorescence, 16 h; decrease of EGFP signal, % at 10 µM;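 active = EGFP signal decrease of at least 30% at 10 µM or well 3 SD below plate mean, unless failing retest; inactive = the rest, including hits failing retest or dose response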; also: some compounds called inactive have numbers as strong as hits; many of its hits are not listed in these tables
IDE cell activ: activators of human insulin-degrading enzyme in cells; P14735; HEK cells, FAbeta-B cleavage, fluorescence polarization; 0% vehicle, 100% cell-free pure enzyme wells; activation, % at 5.96 µM; 340,000 compounds, 0.073% hits;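 active = activation above the mean of all tested compounds plus 3 SD, set per screening campaign, cut at about 17% in these data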
MEKK3 PB1 HTS: MEKK3-MEK5 PB1 interaction, increase or decrease | Q99759 | bead-based flow cytometry, Alexa488-MEK5 binding to MEKK3; actives lie on both sides; 0 = blocked by unlabeled MEK5, 100 = vehicle | binding response (% of control), % at 10 µM | 290,000 compounds, 1.4% hits | AID 1529;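 active = binding response more than 3 SD above or below the average of its plate-row segment, actives on both sides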;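 also: Alexa488 bead fluorescence after subtracting the streptavidin-only scavenger bead signal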
Target sequence (Q99759 whole entry, looked up): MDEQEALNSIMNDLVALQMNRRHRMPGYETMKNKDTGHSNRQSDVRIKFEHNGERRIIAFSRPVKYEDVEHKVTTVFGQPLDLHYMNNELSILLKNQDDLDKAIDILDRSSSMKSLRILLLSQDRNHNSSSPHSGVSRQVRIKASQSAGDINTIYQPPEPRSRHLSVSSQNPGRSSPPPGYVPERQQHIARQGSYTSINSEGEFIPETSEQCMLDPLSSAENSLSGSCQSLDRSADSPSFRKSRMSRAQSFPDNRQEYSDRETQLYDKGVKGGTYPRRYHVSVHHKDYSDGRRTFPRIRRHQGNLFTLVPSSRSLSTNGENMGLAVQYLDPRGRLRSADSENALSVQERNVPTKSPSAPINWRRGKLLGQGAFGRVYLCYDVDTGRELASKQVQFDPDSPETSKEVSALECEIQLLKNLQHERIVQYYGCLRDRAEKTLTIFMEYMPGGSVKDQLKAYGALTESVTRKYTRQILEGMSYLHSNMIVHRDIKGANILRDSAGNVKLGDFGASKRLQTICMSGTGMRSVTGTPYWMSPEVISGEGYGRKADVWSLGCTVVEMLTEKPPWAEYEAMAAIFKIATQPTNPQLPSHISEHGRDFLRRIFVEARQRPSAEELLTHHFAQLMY
VIM-2 inh: inhibitors of Pseudomonas aeruginosa VIM-2 metallo-beta-lactamase; purified VIM-2, nitrocefin hydrolysis, epi-absorbance fluorescence; inhibition, % at 5.6 µM; 290,000 compounds, 0.89% hits; AID 1527;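 active = inhibition above the mean of all tested compounds plus 3 SD, cutoff set per screening run, cut at about 7.5% in these data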;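 also: red hydrolysis product quenches plate fluorescence so inhibitors raise well fluorescence; 0% = enzyme with DMSO and 100% = DMSO without enzyme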
DNA FID counter: counter-screen for HCV NS3 helicase inhibitors: DNA intercalator displacement; DNA fluorescent intercalator displacement, fluorescence; inhibition, % at 7.9 µM; 290,000 compounds, 0.17% hits; AID 1845; in the data active = inhibition above about 37%;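 also: 0% = vehicle and 100% = reference compound; higher means more ethidium bromide displaced from hairpin DNA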
The depositor's hits bear a star.

For CN(C(=O)c1cc(COc2c(F)cccc2F)on1)C1CCOC1 (configuration not stated) the results were HCV NS3 hel inh -6, SUMO HTRF inh -8, IMP-1 inh -2.6, PHOSPHO1 block 32, p-CIP stab down -10, IDE cell activ 1, MEKK3 PB1 HTS 96, VIM-2 inh -1.1 and DNA FID counter -10.
CN(C)S(=O)(=O)c1ccc(NC(=O)CN2CCN(c3ccccn3)CC2)cc1 was read as HCV NS3 hel inh -7, SUMO HTRF inh 7, IMP-1 inh -1.1, PHOSPHO1 block 42, p-CIP stab down 0, IDE cell activ 1, MEKK3 PB1 HTS 104, VIM-2 inh -0.6 and DNA FID counter -16.
`N#Cc1cc(Oc2ccc(Cl)cc2)c(N2CCOCC2)cc1C#N` gave HCV NS3 hel inh 0, IMP-1 inh -2.6, IDE cell activ 5, MEKK3 PB1 HTS 117, VIM-2 inh -3.3 and DNA FID counter -2.
CC1(C)CC(=O)C(N=Nc2c(Cl)cc(Cl)cc2Cl)=C(O)C1 was read as HCV NS3 hel inh -6, SUMO HTRF inh 5, IMP-1 inh -3.6, PHOSPHO1 block 4, p-CIP stab down -1, IDE cell activ 6, MEKK3 PB1 HTS 112, VIM-2 inh -3.1 and DNA FID counter -1.
`Cc1occc1C(=O)NC(C)C12CC3CC(CC(C3)C1)C2` (configuration not stated) gave HCV NS3 hel inh 0, SUMO HTRF inh 8, IMP-1 inh -3.1, PHOSPHO1 block 39, p-CIP stab down -13, IDE cell activ 2, MEKK3 PB1 HTS 101, VIM-2 inh -3.7 and DNA FID counter -21.
`O=S(=O)(c1cccs1)N1CCN(Cc2nc3ccccc3s2)CC1` gave HCV NS3 hel inh 3, SUMO HTRF inh 2, IMP-1 inh -2.4, PHOSPHO1 block 9, p-CIP stab down -3, IDE cell activ 6, MEKK3 PB1 HTS 102, VIM-2 inh -2.9 and DNA FID counter -17.
For COc1ccc(CN2CC(C(=O)NCCN3CCOCC3)CC2=O)cc1 (configuration not stated) the results were HCV NS3 hel inh -3, SUMO HTRF inh 0, IMP-1 inh -0.9, PHOSPHO1 block 0, p-CIP stab down 0, IDE cell activ 3, MEKK3 PB1 HTS 96, VIM-2 inh -2.7 and DNA FID counter -3.
`O=C(O)CSC(C(=O)Nc1ccc(C(F)(F)F)cc1)c1ccccc1` (configuration not stated) gave HCV NS3 hel inh 18, SUMO HTRF inh 1, IMP-1 inh -0.4, PHOSPHO1 block -6, p-CIP stab down 8, IDE cell activ 0, MEKK3 PB1 HTS 106, VIM-2 inh 0.5 and DNA FID counter -17.
`COc1ccc(C(C)=O)cc1CN1C(=O)NC2(CCCCC2C)C1=O` (configuration not stated) gave HCV NS3 hel inh -2, SUMO HTRF inh 23, IMP-1 inh -3.0, PHOSPHO1 block 35, p-CIP stab down -6, IDE cell activ 5, MEKK3 PB1 HTS 103, VIM-2 inh -2.4 and DNA FID counter -11.
For CC(=O)Nc1nc2ccc(S(=O)(=O)N3CCCC3)cc2s1 the results were HCV NS3 hel inh -4, SUMO HTRF inh -7, IMP-1 inh -1.7, PHOSPHO1 block 32, p-CIP stab down -24, IDE cell activ -3, MEKK3 PB1 HTS 102, VIM-2 inh -1.6 and DNA FID counter -1.
Screening Cc1ccc(N2CC(C(=O)NCCC(C)C)CC2=O)cc1 (configuration not stated) returned HCV NS3 hel inh -6, SUMO HTRF inh -7, IMP-1 inh 0.9, PHOSPHO1 block -42, p-CIP stab down -13, IDE cell activ -4, MEKK3 PB1 HTS 105, VIM-2 inh 1.7 and DNA FID counter -10.
Screening O=C(NCCO)c1ccc2c3n(nc2c1)-c1ccc(Cl)cc1CO3 returned SUMO HTRF inh 21, PHOSPHO1 block 13, p-CIP stab down 2, IDE cell activ 3 and MEKK3 PB1 HTS 102.
For CN1CCN(c2nc(C#N)cc(-c3ccccc3)n2)CC1 the results were HCV NS3 hel inh -9, SUMO HTRF inh 8, IMP-1 inh 1.9, PHOSPHO1 block 42, p-CIP stab down -10, IDE cell activ 3, MEKK3 PB1 HTS 101, VIM-2 inh 4.7 and DNA FID counter 22.
Screening Cc1cccc(NC(=O)Nc2ccc(OCc3ccccc3)cc2)n1 returned HCV NS3 hel inh 3, SUMO HTRF inh -3, IMP-1 inh -0.1, PHOSPHO1 block 7, p-CIP stab down 7, IDE cell activ 8, MEKK3 PB1 HTS 99, VIM-2 inh -2.1 and DNA FID counter -12.
For COc1ccc(NC2CCCN(C(=O)CCc3ccccc3F)C2)cc1 (configuration not stated) the results were HCV NS3 hel inh -2, SUMO HTRF inh 9, IMP-1 inh -3.3, PHOSPHO1 block 16, p-CIP stab down -16, IDE cell activ 0, MEKK3 PB1 HTS 102, VIM-2 inh -2.1 and DNA FID counter -25.
For CCOc1ncnc2c1oc1nc(CC(C)C)c3c(c12)CC(C)(C)OC3 the results were HCV NS3 hel inh -2, SUMO HTRF inh -9, IMP-1 inh -2.2, PHOSPHO1 block 45, p-CIP stab down -6, IDE cell activ -1, MEKK3 PB1 HTS 97, VIM-2 inh -1.3 and DNA FID counter -2.
Screening CSc1ccc(CN2CCCC(CO)(Cc3ccccc3)C2)cc1 (configuration not stated) returned HCV NS3 hel inh -13, SUMO HTRF inh 6, IMP-1 inh -3.3, PHOSPHO1 block 31, p-CIP stab down -33, IDE cell activ 1, MEKK3 PB1 HTS 95, VIM-2 inh -3.5 and DNA FID counter 26.
For O=C1c2ccccc2-c2cccc(C(=O)N3CCCCCC3)c21 the results were HCV NS3 hel inh 11, SUMO HTRF inh 0, IMP-1 inh -2.1, PHOSPHO1 block -7, p-CIP stab down 3, IDE cell activ -1, MEKK3 PB1 HTS 95, VIM-2 inh -0.1 and DNA FID counter -23.
`O=C(Nc1c2c(nn1-c1ccccc1)CS(=O)(=O)C2)C1CCCC1` gave HCV NS3 hel inh -1, SUMO HTRF inh -2, IMP-1 inh -2.2, PHOSPHO1 block 17, p-CIP stab down 2, IDE cell activ 7, MEKK3 PB1 HTS 95, VIM-2 inh -1.1 and DNA FID counter -1.
Screening Nc1nonc1-n1nnc(C(=O)N/N=C/c2ccc(Cl)cc2Cl)c1CN1CCOCC1 returned HCV NS3 hel inh 1, SUMO HTRF inh -3, IMP-1 inh -2.6, PHOSPHO1 block 22, p-CIP stab down 4, IDE cell activ -2, MEKK3 PB1 HTS 99, VIM-2 inh -1.6 and DNA FID counter -14.
Screening O=C(O)CCNS(=O)(=O)c1cccc(Br)c1 returned HCV NS3 hel inh 4, SUMO HTRF inh 14, IMP-1 inh -3.7, PHOSPHO1 block -6, p-CIP stab down -16, IDE cell activ 5, MEKK3 PB1 HTS 95, VIM-2 inh -2.3 and DNA FID counter -2.
For COC(=O)C1=C(C)NC2=C(C(=O)c3ccccc32)C1c1cccc(OC)c1 (configuration not stated) the results were HCV NS3 hel inh -2, SUMO HTRF inh 3, IMP-1 inh -2.3, PHOSPHO1 block 22, p-CIP stab down 2, IDE cell activ 7, MEKK3 PB1 HTS 104, VIM-2 inh -2.7 and DNA FID counter -4.
CCN1CCN(C(=O)c2cc(-c3ccc(Cl)s3)nc3ccccc23)CC1 was read as HCV NS3 hel inh -49, SUMO HTRF inh 6, IMP-1 inh -1.6, p-CIP stab down 9, IDE cell activ 1, MEKK3 PB1 HTS 96, VIM-2 inh -2.0 and DNA FID counter 7.
For O=C(NCc1ccccn1)c1c(Cl)cccc1Cl the results were HCV NS3 hel inh 9, SUMO HTRF inh 15, IMP-1 inh -1.8, PHOSPHO1 block 24, p-CIP stab down 3, IDE cell activ -4, MEKK3 PB1 HTS 112, VIM-2 inh -3.0 and DNA FID counter -4.

Retrieved by compound from the entries so far:
For COC(=O)C1=C(C)NC2=C(C(=O)c3ccccc32)C1c1cccc(OC)c1 (configuration not stated) the results were HCV NS3 hel inh -2, SUMO HTRF inh 3, IMP-1 inh -2.3, PHOSPHO1 block 22, p-CIP stab down 2, IDE cell activ 7, MEKK3 PB1 HTS 104, VIM-2 inh -2.7 and DNA FID counter -4.
For COc1ccc(NC2CCCN(C(=O)CCc3ccccc3F)C2)cc1 (configuration not stated) the results were HCV NS3 hel inh -2, SUMO HTRF inh 9, IMP-1 inh -3.3, PHOSPHO1 block 16, p-CIP stab down -16, IDE cell activ 0, MEKK3 PB1 HTS 102, VIM-2 inh -2.1 and DNA FID counter -25.

Later entries:
`CC(=O)Nc1c(F)c(F)c(F)c(F)c1F` gave HCV NS3 hel inh 8, SUMO HTRF inh 5, IMP-1 inh -3.1, PHOSPHO1 block -13, p-CIP stab down -1, IDE cell activ 1, MEKK3 PB1 HTS 103, VIM-2 inh -0.9 and DNA FID counter -1.
Cc1ccc2nc(C)c(C(=O)N/N=C/c3ccco3)cc2c1 was read as HCV NS3 hel inh 0, SUMO HTRF inh 0, IMP-1 inh -5.2, PHOSPHO1 block -11, p-CIP stab down -8, IDE cell activ -1, MEKK3 PB1 HTS 104, VIM-2 inh -5.6 and DNA FID counter -15.
`COc1ccc(C(CNC(=O)c2cccc(Br)c2)N2CCCC2)cc1` (configuration not stated) gave HCV NS3 hel inh -9, SUMO HTRF inh 0, IMP-1 inh -5.2, PHOSPHO1 block 6, p-CIP stab down -12, IDE cell activ -1, MEKK3 PB1 HTS 101, VIM-2 inh -1.4 and DNA FID counter 7.
Screening CC(Sc1nnc(CN2CCCC2)n1Cc1ccccc1)C(=O)Nc1ccc(F)cc1 (configuration not stated) returned HCV NS3 hel inh -13, SUMO HTRF inh 15, IMP-1 inh -2.9, PHOSPHO1 block 4, p-CIP stab down -6, IDE cell activ 6, MEKK3 PB1 HTS 96, VIM-2 inh -0.6 and DNA FID counter -5.
`Cc1cc(C(=O)CSc2nnc(-c3ccc(Cl)cc3)n2CC2CCCO2)c(C)n1C` (configuration not stated) gave HCV NS3 hel inh 6, SUMO HTRF inh -2, IMP-1 inh -1.2, PHOSPHO1 block -18, p-CIP stab down 8, IDE cell activ 4, VIM-2 inh -1.6 and DNA FID counter -20.
Screening Cc1ccc(C(C)C)c(OCC(=O)NN=C2CCCCCCC2)c1 returned HCV NS3 hel inh 0, SUMO HTRF inh -7, IMP-1 inh -3.0, PHOSPHO1 block 4, p-CIP stab down 2, IDE cell activ -4, MEKK3 PB1 HTS 104, VIM-2 inh -2.9 and DNA FID counter -4.
`Cc1ccc(NC(=O)[C@H](C)NC(=O)C2CCN(C(=O)[C@@H](NC(=O)OC(C)(C)C)C(C)C)CC2)cc1` gave HCV NS3 hel inh -2, SUMO HTRF inh 23, IMP-1 inh -0.6, PHOSPHO1 block 33, p-CIP stab down 2, IDE cell activ -1, MEKK3 PB1 HTS 105, VIM-2 inh -1.4 and DNA FID counter -23.
`CC(=O)N/C(=C/c1ccc2c(c1)OCO2)C(=O)NCCCO` gave HCV NS3 hel inh -7, SUMO HTRF inh 12, IMP-1 inh -2.3, PHOSPHO1 block 29, p-CIP stab down 33, IDE cell activ 3, MEKK3 PB1 HTS 95, VIM-2 inh 0.8 and DNA FID counter -4.
`CCc1nc(N)c(C#N)c(-c2cccnc2)c1C` gave HCV NS3 hel inh 2, SUMO HTRF inh 29, IMP-1 inh -3.1, PHOSPHO1 block -4, p-CIP stab down -6, IDE cell activ -5, MEKK3 PB1 HTS 100, VIM-2 inh -2.3 and DNA FID counter -3.

This is a subset. The share of hits here may be higher or lower than overall.
